Lamin A splicing = LMNA splicing modulation. HeLa LMNA splicing GFP/RFP minigene ratio, 48 h. Potency, µM (highest dose often 46.1 µM), for the others: at the top dose ratio change, negative = inhibition, most hits filed as inhibitors. 200,000 tested, 0.01% active; active = well fitted inhibition curve with a large enough effect in the signal ratio, with a control signal flat, not every such curve was filed as active; inconclusive = small, poorly fitted or top-dose-only effect, or effect the other way, or a change in a side signal; the % refers to the signal ratio
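S3 HeLa stable clones carrying a lamin A-EGFP splicing minigene plus DsRed2 were seeded at 600 cells/well in Opti-MEM with 2% FBS, pin-dosed and incubated 48 h at 37°C. Acumen cytometry (488 nm) gave the GFP/RFP total-intensity ratio.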
Numbers without * were called inactive; ? = inconclusive; [ ] = remark or other dose. % is scaled to controls: 0 for no effect and ±100 for the full control effect; potency is read from the fitted curve at half-maximal effect. Only part of the results is shown; the hit share may differ from the screen's.

mol	Lamin A splicing
Cc1ccc(C)c(Oc2c(C(F)(F)F)oc3c(CN4CCN(C)CC4)c(O)ccc3c2=O)c1	9.7%[46 µM]
COc1cccc(CNC(=O)c2cc(C)nc3c2c(C)nn3-c2ccc(C)cc2)c1	12.6%[46 µM]
Cn1cc(S(=O)(=O)N2CCCC2)cc1C(=O)Nc1ccc(F)cc1F	7.3%[46 µM]
Cn1cc(S(=O)(=O)N2CCCCCC2)cc1C(=O)NCc1ccc(Cl)cc1	-22.9%[46 µM]
CCc1ccc(NC(=O)c2ccc(F)c(S(=O)(=O)N(C)C3CCCCC3)c2)cc1	?
Cc1cc(C)cc(N2CCn3c2nc2c3c(=O)n(Cc3ccc(Cl)cc3)c(=O)n2C)c1	15.5%[46 µM]
CCC(=O)N1c2ccccc2CC1C(=O)NCCN1CCN(c2cccc(Cl)c2)CC1 (stereo unspecified)	-2.2%[46 µM]
CCOC(=O)c1ccc(NS(=O)(=O)c2cn(C)c(C)n2)cc1	12.0%[46 µM]
CCCSc1nc(-c2ccccc2)[nH]c1S(=O)(=O)c1ccc(C)cc1	?
Cc1ccc(C)c(NC(=O)C(C)n2c(=O)cc(C(F)(F)F)c3c(C)nn(C)c32)c1 (stereo unspecified)	-15.1%[46 µM]
CCc1ccc(NC(=O)CSc2nnc3[nH]c(=O)cc(-c4ccccc4)n23)cc1	?
CCOc1ccc(-n2c(SCC(=O)NC3CCCCC3)nc3c([nH]c4ccccc43)c2=O)cc1	1.6%[46 µM]
CCOc1ccccc1NC(=O)N1CCCn2nc(C)cc21	8.3%[46 µM]
Cc1ccc(/C=C/c2nc3ccccc3n2S(=O)(=O)c2ccc(Br)cc2)cc1	-4.6%[46 µM]
CCOC(=O)c1cc(-c2ccc(F)cc2)n(CC(=O)NC2CCCCC2)c1C	?
CN(C)c1ccc(CNC(=O)CCS(=O)(=O)c2ccc3c(c2)oc(=O)n3C)cc1	-2.4%[46 µM]
N#Cc1ccc(CN2C(=O)c3ccccc3Sc3ccc(C(=O)OCc4ccco4)cc32)cc1	?
Cc1ccc(NC(=O)c2c(C)oc3c2C2=NCCN2C=N3)cc1F	?
COc1ccccc1NC(=O)c1cc2cc3ccc(OC)c(Cl)c3nc2s1	?
COc1ccc(-n2ncc(C(=O)N3CCN(C(=O)c4ccco4)CC3)c2C2CCN(C(=O)OC(C)(C)C)CC2)cc1	0.4%[46 µM]
CC(C)n1c(SCC(=O)c2ccc(F)cc2)nc2c(sc3ccccc32)c1=O	?
CC(=O)Nc1nonc1-c1nnc(SCc2ccc(F)cc2Cl)n1C	23.4%[46 µM]
CCc1ccccc1NC(=O)C1CCN(c2nc3ccccc3[nH]2)CC1	?
O=C(CCC1CCCC1)N1CCc2c([nH]c3ccccc23)C1c1ccc(Cl)cc1 (stereo unspecified)	?
COc1ccc(-n2c(SCC(=O)NC3CCCCC3)nc3c([nH]c4ccccc43)c2=O)cc1	?

Four successive compounds from above, for reference:
mol	Lamin A splicing
Cc1ccc(C)c(NC(=O)C(C)n2c(=O)cc(C(F)(F)F)c3c(C)nn(C)c32)c1 (stereo unspecified)	-15.1%[46 µM]
CCc1ccc(NC(=O)CSc2nnc3[nH]c(=O)cc(-c4ccccc4)n23)cc1	?
CCOc1ccc(-n2c(SCC(=O)NC3CCCCC3)nc3c([nH]c4ccccc43)c2=O)cc1	1.6%[46 µM]
CCOc1ccccc1NC(=O)N1CCCn2nc(C)cc21	8.3%[46 µM]

(next part)
mol	Lamin A splicing
Cc1ccc(N2CC(NC(=O)CCCc3ccccc3)CC2=O)cc1 (stereo unspecified)	-0.6%[46 µM]
O=C(CN1CCN(C2CCCCC2)C(=O)C1=O)Nc1ccc(Cl)cc1	-7.3%[46 µM]
O=C(CSc1nccn1-c1ccccc1)Nc1nc2ccccc2s1	14.0%[46 µM]
Cc1ccc(NC(=O)c2sc(-n3nc(C)c(Cc4ccc5c(c4)OCO5)c3C)nc2C)cc1C	11.2%[46 µM]
O=C(Nc1ccc(-c2nc3cc(NC(=O)c4ccccc4Cl)ccc3o2)cc1)c1ccccc1Cl	?
Cc1nn2c(=O)cc(COC(=O)c3cccc(NC(=O)CCc4ccccc4)c3)nc2s1	?
CCOc1ccc(NC(=O)c2cc(S(=O)(=O)N3CCc4ccccc43)ccc2F)cc1	?
COc1ccc(OC)c(CCNc2ncnc3onc(-c4ccc(F)cc4)c23)c1	6.1%[46 µM]
Cc1c(Nc2nc3ccccc3n3c(C)nnc23)cccc1C(=O)O	4.2%[46 µM]
Cc1ccc(C(=O)N2CCN(Cc3cc(=O)n4nc(-c5ccccc5)sc4n3)CC2)cc1	1.2%[46 µM]
Cc1ccc(Cl)cc1N1CCN(C(=O)CCSCc2ccccc2F)CC1	-18.9%[46 µM]
Cc1cccc(N2CCN(C(=O)c3c(C)oc4ncnc(N5CCCCC5)c34)CC2)c1C	-24.5%[46 µM]
CNC(=O)CCCN1C(=O)c2cccnc2Sc2ccccc21	?
COc1ccc(NC(=O)c2sc3nc[nH]c(=O)c3c2C)cc1Cl	2.9%[46 µM]
CCc1ccc(NC(=O)Nc2cn(C)c(=O)c3ccccc23)cc1	-16.4%[46 µM]
CCCN(CCC)C(=O)CSc1nnc2cc(C)c3ccccc3n12	?
CCCCNC(=O)CCC1N=C2c3ccccc3N=C(SCC(=O)NCCc3ccc(OC)c(OC)c3)N2C1=O (stereo unspecified)	4.5%[46 µM]
CC(C)c1ccc(NC(=O)CN2C=NS(=O)(=O)c3ccccc32)cc1	?
Fc1ccc(Br)cc1C1C=C(c2ccc(Br)cc2)Nc2nnnn21 (stereo unspecified)	2.8%[46 µM]
COc1ccc(Cn2ccc3nc(C)c(C(=O)Nc4ccc(OC)c(OC)c4)cc3c2=O)cc1	15.3%[46 µM]
CCCCCOc1ccc(C(=O)N(Cc2ccccc2)C2CCS(=O)(=O)C2)cc1 (stereo unspecified)	-1.6%[46 µM]
O=C(Nc1nnc(S(=O)(=O)N2CCOCC2)s1)c1ccc(F)cc1	17.9%[46 µM]
Cc1ccc2c(c1)CC(C)N2S(=O)(=O)c1nnc(NC(=O)CC(C)C)s1 (stereo unspecified)	6.8%[46 µM]
COc1ccc(-c2cn3c(n2)sc2cc(C(=O)NCCCN4CCN(C)CC4)ccc23)cc1	-5.9%[46 µM]
Cc1nnc(NC(=O)CSc2nc3c([nH]c4ccccc43)c(=O)n2-c2cccc(Cl)c2)s1	-4.1%[46 µM]

Carrying on:
mol	Lamin A splicing
CCc1cccc(NC(=O)Cn2cc(C(=O)c3ccncc3)c(=O)c3cc(C)c(C)cc32)c1	-14.4%[46 µM]
COc1ccc(Nc2cc(C)c3cc(NC(=O)c4cc(OC)cc(OC)c4)ccc3n2)cc1	?
CC1(C)N=C(SCc2ccc(Cl)cc2)c2ccccc2N1	?
CCOC(=O)C1CCCN(C(=O)c2ccc(C)c(NC(=O)c3nsc4ccccc34)c2)C1 (stereo unspecified)	?
COc1ccccc1NC(=O)N1CCN(c2nnc(C)c3c(C)n(-c4ccc(Cl)cc4)nc23)CC1	9.6%[46 µM]
CC(=O)c1ccc(N2CCN(C(=O)CCS(=O)(=O)c3ccc4c(c3)oc(=O)n4C)CC2)cc1	?
COc1cccc(CNC(=O)c2ccc3nc(-c4ccc(F)cc4)c(-c4ccc(F)cc4)nc3c2)c1	?
CCOC(=O)C1CCN(C(=O)Cn2c(=O)cc(C)c3c(C)nn(C)c32)CC1	0.7%[46 µM]
CCOc1ccc(CCNC(=O)c2c(C)oc3ncn(C)c(=O)c23)cc1	5.4%[46 µM]
Cc1ccc(-c2nc(CCNC(=O)C(=O)Nc3ccc(C)c(Cl)c3)cs2)cc1	-1.4%[46 µM]
CC(C)c1ccc(CN(Cc2ccco2)c2cnc(S(C)(=O)=O)nc2C(=O)Nc2ccc(F)cc2)cc1	4.0%[46 µM]
CC(=O)c1cccc(NC(=O)CSc2nc(=O)n(Cc3cccnc3)c3c2CCC3)c1	-9.9%[46 µM]
Cc1ccc(C(=O)NCC(=O)OCc2cc(=O)n3nc(C4CCCCC4)sc3n2)cc1	1.2%[46 µM]
Cn1nnnc1SCCCNCc1ccccc1OCc1ccccc1Cl	-14.9%[46 µM]
Fc1ccc(Nc2ncnc3c2nc2n3CCCCC2)c(F)c1	-12.6%[46 µM]
CCc1cccc(C)c1NC(=O)CSc1nc(C)cc(C)c1C(=O)Nc1ccccc1	-19.1%[46 µM]
CCOc1ccc(CCNc2nc3ccccc3n3c(C)nnc23)cc1OCC	-10.4%[46 µM]
CCOC(=O)c1cccc(NS(=O)(=O)c2ccc(-c3coc(C)n3)cc2)c1	-7.9%[46 µM]
Cc1ccc(NC(=O)CCS(=O)(=O)c2ccc3c(c2)oc(=O)n3C)c(Br)c1	-8.5%[46 µM]
COc1ccc(NC(=O)c2sc3nc(-c4cc5ccc(OC)cc5oc4=O)[nH]c(=O)c3c2C)cc1	20.1%[46 µM]
Cc1ccc(-c2nc(CCNC(=O)C(=O)Nc3ccc(C)cc3C)cs2)cc1	16.4%[46 µM]
O=C(COCc1cc(-c2cccs2)on1)N1CCN(c2cccc(Cl)c2)CC1	?
O=C(NCC(c1ccc2c(c1)OCO2)N1CCOCC1)C(=O)Nc1ccc(F)cc1F (stereo unspecified)	?
COc1ccc(OC)c2sc(N3CCN(C(=O)c4ccc5c(c4)CCCC5)CC3)nc12	?
Cc1cccc(CNC(=O)CN2C(=O)CSc3c2c(C)nn3-c2ccccc2)c1	-3.4%[46 µM]

5 entries picked at random from those above:
mol	Lamin A splicing
CCOc1ccc(-n2c(SCC(=O)NC3CCCCC3)nc3c([nH]c4ccccc43)c2=O)cc1	1.6%[46 µM]
CC(=O)Nc1nonc1-c1nnc(SCc2ccc(F)cc2Cl)n1C	23.4%[46 µM]
CCCN(CCC)C(=O)CSc1nnc2cc(C)c3ccccc3n12	?
COc1ccc(-n2ncc(C(=O)N3CCN(C(=O)c4ccco4)CC3)c2C2CCN(C(=O)OC(C)(C)C)CC2)cc1	0.4%[46 µM]
Cc1ccc(C)c(Oc2c(C(F)(F)F)oc3c(CN4CCN(C)CC4)c(O)ccc3c2=O)c1	9.7%[46 µM]

The results go on:
mol	Lamin A splicing
CCOC(=O)c1c(S(=O)(=O)NCC(=O)Nc2ccc(C)c(Cl)c2)c(C)n(C)c1C	?
O=C(Nc1ccccc1C(=O)OCc1cc(=O)n2c3c(sc2n1)CCCC3)c1ccc(Cl)cc1	12.6%[46 µM]
Cc1ccc(C)c(NC(=O)Cn2c(=O)nc(-c3ccccc3)c3ccccc32)c1	-21.8%[46 µM]
O=C(NCCc1ccccc1)c1cnc2sc(N3CCCC3)nn2c1=O	15.1%[46 µM]
Cc1ccc(NC(=O)c2cnc(SCC(=O)Nc3cc(C)on3)n(C)c2=O)cc1	5.9%[46 µM]
Cn1ccc2cc(S(=O)(=O)N3CCC(C(=O)NCCc4ccccc4)CC3)ccc21	-0.2%[46 µM]
Cc1ccc2onc(CC(=O)Nc3ccc(C(C)C)cc3)c2c1	10.0%[46 µM]
CCCOc1ccc(C2C(=O)N(C3CCC(C)CC3)CC(=O)N2CCc2ccccc2)cc1OC (stereo unspecified)	-14.9%[46 µM]
O=C(O)c1ccc2c(c1)N(Cc1ccc(F)cc1Cl)C(=O)c1ccccc1S2	-8.8%[46 µM]
CCOc1ccc(CC(=O)NCCc2csc(-c3ccc(C(F)(F)F)cc3)n2)cc1	-0.7%[46 µM]
COc1cccc(NC(=O)CSc2nnc(-c3cccc(OC)c3)o2)c1	?
COc1ccc(OC)c(S(=O)(=O)NCc2cccn2Cc2cccc(C)c2)c1	-15.6%[46 µM]
CCOc1ccc(CNS(=O)(=O)c2cc3c(cc2C)NC(=O)CO3)cc1	-7.3%[46 µM]
O=C(c1cc(-c2ccc(Cl)cc2)on1)N(Cc1cccc(F)c1)Cc1ccco1	-3.5%[46 µM]
COc1ccc(CNC(=O)c2ccc3nc(CCc4ccccc4)oc3c2)c(OC)c1	8.3%[46 µM]

Other records follow:
mol	Lamin A splicing
COc1cccc(N2CCN(c3ncnc4c3c(-c3ccccc3)cn4-c3cccc(C(F)(F)F)c3)CC2)c1	-9.4%[46 µM]
CC1CN(C(=O)N2CCC(C(=O)NCc3ccco3)CC2)c2ccccc2O1 (stereo unspecified)	-21.9%[46 µM]
CCOc1ccc(-c2cc(C(=O)NCc3ccccc3Cl)c3ccccc3n2)cc1	?
CCOc1ccc(NC(=O)CCn2c(-c3ccc(F)cc3)cc(C(C)=O)c2C)cc1	11.2%[46 µM]
CCC(Oc1ccccc1)C(=O)Nc1ccc(OCc2cc(=O)n3ccc(C)cc3n2)cc1 (stereo unspecified)	8.9%[46 µM]
CCN1CCN(C(=O)Cn2c(-c3cccs3)cc3ccccc32)CC1	-5.9%[46 µM]
COc1cccc(CNC(=O)Nc2cn(CC(C)C)c(=O)c3ccccc23)c1	10.0%[46 µM]
O=C(NCc1ccccc1)NC1COc2ccccc2C1 (stereo unspecified)	3.4%[46 µM]
COC(=O)c1ccc(Nc2ncnc3c2cnn3C)cc1	1.6%[46 µM]
CCCCN(C)C(=O)CN1C(=O)CCn2nc(-c3cn(C)c4ccccc34)cc21	?
CCOc1ccc(-n2nc3ccc(NC(=O)c4ccc(OC)c(Cl)c4)cc3n2)cc1	-16.6%[46 µM]
O=C(CCC1N=C2c3ccccc3N=C(SCC(=O)Nc3ccc(F)cc3)N2C1=O)NCc1ccco1 (stereo unspecified)	?
COC(=O)C(C)Sc1nc2c([nH]c3ccccc32)c(=O)n1-c1ccc(OC)cc1 (stereo unspecified)	8.7%[46 µM]
COc1ccc(OC)c(NC(=O)CSC2=Nc3ccccc3C3=NC(CC(=O)NCCc4ccccc4)C(=O)N23)c1 (stereo unspecified)	?
COc1ccc(Cl)cc1NC(=O)c1c(NCc2ccc(C)o2)sc2c1CCCCC2	4.4%[46 µM]
COc1ccc(-c2nc(C)c(CCNC(=O)C(=O)Nc3cccc(F)c3)s2)cc1OC	?
CCC(=O)N1CCc2cc(Br)cc(S(=O)(=O)NCCc3cccc(C)c3)c21	2.5%[46 µM]
